# RGS4-Gao reg – modulates binding of RGS4 to human Galphao. hit rate 0.33% among 220,000. Multiplexed bead flow cytometry; actives lie on both sides. binding response (% of control), % at 10 µM; in the data active = binding response below about 49% or above about 150%; inactive = in between;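 note: fluorescent Galphao activated with aluminum fluoride binding bead-coupled RGS4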
# Target sequence (P09471 whole entry, looked up): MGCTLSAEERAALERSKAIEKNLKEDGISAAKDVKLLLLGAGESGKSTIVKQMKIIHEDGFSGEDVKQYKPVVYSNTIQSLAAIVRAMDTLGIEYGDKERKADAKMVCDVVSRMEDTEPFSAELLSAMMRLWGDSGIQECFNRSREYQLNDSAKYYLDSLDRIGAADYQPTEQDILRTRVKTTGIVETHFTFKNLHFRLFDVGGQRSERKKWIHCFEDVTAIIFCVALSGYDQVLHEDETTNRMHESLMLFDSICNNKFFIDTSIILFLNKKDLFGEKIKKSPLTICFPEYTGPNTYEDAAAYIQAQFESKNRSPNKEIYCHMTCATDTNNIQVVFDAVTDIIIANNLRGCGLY
# Mcl1-Bid inh – Mcl-1/Bid interaction inhibition. Q07820. TR-FRET Mcl-1/Bid-Dy647 peptide binding, 1536-well. inhibition, % at 21.7 µM. hit rate 0.97% among 220,000. AID 1021;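 active = compounds that cut the binding signal by more than half at the single screening dose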;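 note: His-tagged Mcl-1 with europium anti-His antibody binding Bid BH3 peptide; 0% = Mcl-1 plus peptide wells and 100% = peptide-only wells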
# Mcl1 Noxa PPI – Mcl-1/Noxa interaction inhibition | Q07820 | TR-FRET Mcl-1/Noxa peptide binding, 2 h | inhibition, % at 21.7 µM | hit rate 1.5% among 220,000 | AID 1022;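 active = compounds that cut the protein-peptide binding signal by more than 50% relative to plate controls in a single-dose test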;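 note: His-tagged Mcl-1 with rhodamine Noxa BH3 peptide and terbium anti-His antibody; 0% = Mcl-1 plus Noxa peptide wells and 100% = peptide-only wells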
# RGS8-Gao – modulates binding of RGS8 to human Galphao | multiplexed bead flow cytometry; actives lie on both sides | P09471 | hit rate 0.34% among 220,000 | response (percent of control binding), % at 10 µM; in the data active = response below about 60% or above about 140%; inactive = in between;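 note: Galphao activated as the GDP aluminium fluoride complex binding bead-coupled RGS8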
# ABCB1 block – inhibitors of human ABCB1 transporter, ABCG2 counter-screen; P08183; CCRF-Adr cells, JC-1 efflux, flow cytometry; inhibition, % at 6.6 µM; hit rate 0.067% among 190,000; AID 1326; in the data active = inhibition above about 40%;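 note: 0% = vehicle and 100% = reference inhibitor; higher value means more JC-1 retained so stronger ABCB1 efflux block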
# RGS7-Gao reg – modulates binding of RGS7 to human Galphao; hit rate 0.35% among 220,000; AID 1439; binding response (% of control), % at 10 µM; Multiplexed bead flow cytometry; actives lie on both sides; in the data active = binding response below about 49% or above about 150%; inconclusive = no clear call, values can overlap the other calls; inactive = in between;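 note: fluorescent Galphao held in activated GDP-AlF4 state binding bead-coupled RGS7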
# GSH fluor – GSH bead compound fluorescence profile; hit rate 0.25% among 190,000; GSH beads flow cytometry, compound fluorescence 488/530 nm; stronger effect = higher value; fluorescence (KMESF) at 10 µM; AID 1776; in the data active = fluorescence above about 89;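 note: glutathione beads carrying GST-tagged Bcl family fusion proteins plus one bare bead set; values are compound well signal with DMSO vehicle wells as background; inactives centre near 16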
# ABCG2 block – human ABCG2 inhibition, ABCB1 as counter-screen | Q9UNQ0 | IgMXP3 cells, JC-1 efflux, flow cytometry | inhibition, % at 6.6 µM | hit rate 0.1% among 190,000 | AID 1325;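 active = inhibition above 80%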;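 note: 0% = DMSO and 100% = nicardipine control wells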
# Target sequence (Q9UNQ0 whole entry, looked up): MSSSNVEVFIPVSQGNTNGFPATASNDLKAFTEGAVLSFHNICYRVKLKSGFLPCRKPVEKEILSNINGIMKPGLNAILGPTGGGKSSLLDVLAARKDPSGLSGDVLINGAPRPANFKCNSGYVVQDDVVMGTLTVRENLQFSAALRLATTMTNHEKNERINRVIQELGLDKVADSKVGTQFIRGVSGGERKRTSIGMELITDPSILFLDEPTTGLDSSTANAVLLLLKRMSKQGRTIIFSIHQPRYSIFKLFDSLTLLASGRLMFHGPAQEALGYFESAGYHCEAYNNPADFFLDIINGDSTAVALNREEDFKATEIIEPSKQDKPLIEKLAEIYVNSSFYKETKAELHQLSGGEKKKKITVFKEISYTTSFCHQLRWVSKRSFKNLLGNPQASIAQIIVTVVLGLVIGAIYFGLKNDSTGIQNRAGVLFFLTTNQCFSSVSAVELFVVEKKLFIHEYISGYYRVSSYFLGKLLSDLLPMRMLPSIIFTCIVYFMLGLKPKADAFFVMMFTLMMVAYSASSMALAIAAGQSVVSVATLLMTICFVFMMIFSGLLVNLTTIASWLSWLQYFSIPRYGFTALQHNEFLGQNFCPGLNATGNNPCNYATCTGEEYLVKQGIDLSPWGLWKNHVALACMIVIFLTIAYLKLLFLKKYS
#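 Measure – % inhibition of efflux relative to nicardipine and DMSO · Test system – ABCG2 IgMXP3 and barcoded ABCB1 CCRF-Adr cell mix · Control set – nicardipine as high control, DMSO as low control · Compound – one concentration, 6.6 µM final · Signal – flow cytometry of retained JC-1 fluorescence · Timing – 10 min exposure at 25 °C with rotation, no wash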
# Pf gametocyte – inhibitors of late stage P. falciparum gametocyte viability; P. falciparum stage V gametocytes, ATP luminescence, 24 h; inhibition, % at 10.9 µM; hit rate 0.065% among 150,000;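 active = inhibition above the mean plus 3 SD of compounds within the control limits, set per campaign, cut at about 38% in these data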;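 note: 0% = DMSO wells and 100% = medium only without gametocytes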
# Mcl-1 Bim block – inhibitors of Bim-Mcl-1 interaction, human; Q07820; AID 1009; inhibition, % at 10 µM; Bead-based flow cytometry, Bim peptide-Mcl-1 binding; hit rate 0.1% among 190,000; in the data active = inhibition above about 40%;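 note: 0% = no compound tracer wells and 100% = peptide blocker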
# Avidin fluor – compound fluoresces at 488/530 nm on avidin beads | hit rate 0.38% among 220,000 | compound fluorescence 488/530 nm, flow cytometry; stronger effect = higher value | fluorescence (KMESF) at 10 µM; in the data active = fluorescence above about 47; note: inactives centre near 10
# An asterisk follows results filed as active; ? = inconclusive; / = no result given. Random draw from the library; any-hit rate near 3.3%.
SMILES,RGS4-Gao reg,Mcl1-Bid inh,Mcl1 Noxa PPI,RGS8-Gao,ABCB1 block,RGS7-Gao reg,GSH fluor,ABCG2 block,Pf gametocyte,Mcl-1 Bim block,Avidin fluor
O=C(N/C=C/c1ccco1)NCc1ccccc1,103,-65,64*,104,-0.5,95,11,-1,-10,0,22
O=C1c2ccccc2C(=O)N1OCc1c(F)cccc1Cl,97,-23,2,98,1.7,91,19,17,-10,-1,8
Cc1cccc2cc(C#N)c(N3CCC(O)CC3)nc12,103,-14,1,102,0.4,99,19,10,17,-1,5
CSc1ccccc1NC(=O)CO/N=C(\C)c1cc2ccccc2o1,96,-12,1,91,0.9,94,10,69,-17,0,7
CN1CCN(C(=S)c2ccc(N(C)C)cc2)CC1,98,-30,2,95,0.1,124,15,-1,/,-12,17
COc1ccc(C2N(C(=O)c3ccccc3)CCN2C(=O)c2ccccc2)cc1,102,-19,-4,99,0.5,98,31,8,-13,-4,13
O=C(COc1ccc(Cl)cc1Cl)N1CCCC1,99,10,6,100,0.7,100,13,2,23,0,9
COC(=O)C1CC(c2ccc(Cl)cc2)=NO1 (centres undefined),97,-8,15,98,0.3,97,15,2,2,-1,8
O=C(NCc1cccs1)c1cc(-c2cccs2)on1,104,-12,-8,102,-1.3,100,24,-14,/,-3,19
Cc1ccc(C2=NN(CC(=O)NCc3cccs3)C(=O)CC2)cc1,101,-12,1,106,0.1,102,12,1,3,-2,26
COc1cccc(OC)c1OCCCOc1ccc([N+](=O)[O-])cc1Cl,104,3,18,90,1.6,93,11,48,-14,0,4
CCOC(=O)c1ccc(NC(=S)N2CCN(c3ccc(N4CCOCC4)nn3)CC2)cc1,102,-35,12,99,0.4,96,12,2,-18,-3,10
O=C(CSc1nnc2ccc3ccccc3n12)N1CCOCC1,98,3,2,96,0.4,101,11,5,/,-3,2
Cc1nn(S(=O)(=O)N(C)C)c(C)c1CN1C(=O)c2ccccc2C1=O,101,-8,-2,96,1.3,100,9,4,7,-1,5
CCC(C)NCCCOc1ccc([N+](=O)[O-])cc1 (centres undefined),102,27,32,105,0.2,104,23,0,-5,-2,11
COc1ccc(NC(=O)c2cccc(OC(=S)N3CCOCC3)c2)cc1,101,-18,1,103,/,?,/,/,-16,/,6
O=C(Nc1ccncc1)c1ccc(-c2ccccc2)cc1,100,-19,6,99,-0.6,98,15,1,-32,-1,7
NS(=O)(=O)c1cccc(NC(=O)CSc2nc3ccccc3[nH]2)c1,100,-15,2,102,/,?,/,/,-23,/,7
CCC1S/C(=N/C(=O)NC2CCCCC2)NC1=O (centres undefined),105,-3,-24,105,0.2,102,21,2,/,-1,7
O=C(Nc1ccc(-c2nc3c(ccc4ccccc43)o2)cc1)c1ccco1,100,-5,1,99,0.1,96,43,0,/,-3,8
C=CCn1c(SCc2csc(C)n2)nc2sc3c(c2c1=O)CCCC3,103,-4,-5,101,2.1,102,29,2,-13,-3,13
CC(=O)Nc1cc2ccc(OC(C)=O)cc2oc1=O,101,-25,-4,98,0.6,99,15,3,/,-1,6
Cc1ccccc1NC(=O)C(C)n1c2ccccc2c2nc(=O)cc(C)n21 (centres undefined),103,-10,-9,102,/,?,/,/,-17,/,6
O=C(COc1c(Br)cc(Br)c2cccnc12)N1CCCCC1,101,-33,25,102,0.9,?,13,4,/,0,12
CCCN(CC1CC1)C(=S)Nc1ccc(Oc2ccccc2)cc1,98,-31,-9,110,-0.4,96,17,-1,-20,-4,11
Cc1nc(C(F)(F)F)c(C(=O)NC(=O)Nc2ccc(OC(F)(F)F)cc2)s1,99,-8,5,102,0.1,104,14,2,-26,-1,38
Cc1ccccc1OCCNC(=O)/C=C/c1ccccc1,101,-10,16,92,0.5,100,15,15,/,-4,8
COc1ccccc1NC(=S)NNC(=O)c1nn(C)c(C)c1Br,102,-61,-18,106,-0.6,108,5,-4,/,0,2
Cc1ccc(CNC(=O)C(=O)NCCC2=CCCCC2)cc1,108,9,11,106,-0.2,107,11,4,-6,-1,12
CCOC(=O)c1cnn2cc(-c3[nH]ncc3[N+](=O)[O-])cnc12,101,-15,14,95,0.2,106,7,2,-6,3,7
COc1ccc(CN2CCn3nc(C(=O)NC4CC4)cc3C2=O)cc1,97,-39,16,101,-0.2,92,10,-3,20,5,9
CCN1CCN(CCCNC(=O)C2c3ccccc3C(=O)N(C)C2c2ccc(OC)cc2)CC1 (centres undefined),92,-26,6,99,-0.5,95,19,0,0,1,6
COc1cc2nc(C3CCC3)n(NC(=O)C3CCC(OC)CC3)c(=O)c2cc1OC (centres undefined),107,-10,14,108,0.9,104,11,2,-5,-1,20
CCCCCC/C=C/c1ccc(OC)c([C@H]2[C@H]3C=CC[C@@H](C)[C@@H]3C(=O)N2Cc2ccccc2)c1,98,-67,-16,99,/,?,/,/,4,/,8
CCN(c1ccccc1)S(=O)(=O)c1cc(C(=O)Nc2cccc(Cl)c2)ccc1F,101,-4,-9,101,0.1,99,19,1,-4,-7,5
COC(=O)Cn1c(C)nc([N+](=O)[O-])c1Br,98,-17,2,101,0.9,99,9,3,-12,-3,19
CC(=O)c1c(C(C)=O)c(C)n(-c2nc(-c3cccs3)c(C)s2)c1C,103,-21,6,100,0.1,101,29,1,-21,-2,6
O=C(OCCN1C(=O)c2ccccc2C1=O)c1cc(S(=O)(=O)N2CCOCC2)ccc1Cl,97,-6,-3,99,1.4,97,24,3,/,-5,22
O=C(NCCC1=CCCCC1)c1ccc(=O)oc1,112,0,-16,111,-0.2,112,37,0,-29,1,8
C=CCN1c2ccccc2[C@]23C[C@@H](C(=O)OC)N=C2NC(C(=O)OC)=C(C(=O)OC)[C@H]13,109,-47,5,103,/,?,/,/,/,/,12
O=C(NC(=S)Nc1ccc(N2CCOCC2)c(Cl)c1)c1cccs1,104,-40,-8,100,0.0,97,25,1,-5,0,12
COc1cc([N+](=O)[O-])ccc1NC(=S)NC(=O)CC(C)(C)C,98,-8,16,100,0.4,?,17,7,/,0,8
COc1cc2c(cc1OC)C1(C)N(CC2)C(C(C)=O)=NN1c1ccc(Cl)cc1 (centres undefined),122,-20,-10,104,/,?,/,/,-10,/,6
Cc1cccn2c(CNC3CCCc4ccccc43)c(C(=O)N3CCOCC3)nc12 (centres undefined),106,-15,-1,102,/,?,/,/,-2,/,9
COc1cccc(-n2nnc(S(=O)(=O)c3ccc(C)cc3)c2N)c1,101,-15,6,101,1.4,?,19,4,22,-4,10
C=C(C)CCOC(=O)C(CC(=O)O)NCc1ccco1 (centres undefined),101,-4,30,101,/,/,/,/,6,/,7
CCN(CC)CCOC(=O)C1(c2ccc(OC)c(OC)c2)CCCC1,95,-10,11,96,0.8,96,24,1,/,0,14
COC(=O)Nc1cc(C(F)(F)F)ccc1N1CCN(c2ccccc2)CC1,102,-5,-2,100,1.2,99,35,6,-19,-5,15
O=C(Cc1ccc([N+](=O)[O-])cc1)Nc1cccnc1,96,-6,28,102,/,?,/,/,2,/,6
Cc1ccc(-c2noc(N=O)c2NO)cc1,101,-24,12,99,/,?,/,/,6,/,5
O=C(Nc1nc(N2C(=O)c3ccccc3C2=O)n(-c2ccccc2)n1)c1ccc(Cl)cc1,99,-107,-71,101,0.7,97,22,8,/,-2,25
COc1cccc(/C=N/NC(=O)CSc2ccccc2C)c1OC,103,7,7,103,1.2,103,26,20,-7,-2,3
CC1CC(=O)Nc2ccccc2N1S(=O)(=O)c1ccc(C#N)cc1 (centres undefined),97,-10,-12,98,/,?,/,/,2,/,7
COc1ccccc1N1C(=O)c2ccccc2NC1C(OC)OC (centres undefined),104,-8,-19,101,-1.1,99,10,-3,2,-1,19
Cc1cc(/C=C(\C#N)C(=O)NCC2CCCO2)c(C)n1-c1ccc(Cl)cc1 (centres undefined),97,-43,/,97,2.5,93,30,5,25,-2,14
O=C(CN1CCCCCC1)N/N=C/c1cccs1,92,-4,6,100,0.4,98,39,2,/,-5,11
CC1=C/C(=N\N=C2\NC(=O)C(CC(=O)Nc3ccccc3F)S2)CC(C)(C)C1 (centres undefined),104,-24,-49,102,-0.2,103,18,4,/,2,10
Cc1cc(C)nc(NC(=O)Cc2ccc([N+](=O)[O-])cc2)c1,97,6,24,100,0.9,97,6,14,-1,0,1
CCC(CC)C(=O)Nc1ccc(C(=O)c2ccccc2)cc1,106,-8,23,102,-0.3,101,10,0,-16,-6,3
Cc1oc(=O)c(NC(=O)c2cccc(Cl)c2)cc1C(=O)c1ccccc1,95,0,-19,88,0.3,93,32,28,-10,-4,8
# New compounds follow.
SMILES,RGS4-Gao reg,Mcl1-Bid inh,Mcl1 Noxa PPI,RGS8-Gao,ABCB1 block,RGS7-Gao reg,GSH fluor,ABCG2 block,Pf gametocyte,Mcl-1 Bim block,Avidin fluor
Cc1ccc(C)c(NC(=S)NC(NC(=O)OCc2ccccc2)C(Cl)(Cl)Cl)c1 (centres undefined),100,-20,8,102,-0.4,103,10,-2,-10,-7,13
C/C(CC(=O)Nc1ccc(Cl)c(C(F)(F)F)c1)=N\NC(=O)c1cc2ccccc2cc1O,100,6,44,101,-0.8,98,13,-4,8,-2,20
COCCNc1nnc(SC(C)C(=O)Nc2ccc(-c3nc4ccc(C)cc4s3)cc2)s1 (centres undefined),103,-1,8,99,-0.8,102,10,-8,-16,-7,17
NS(=O)(=O)c1ccc(O)c(N2C(=O)c3cccc4c(C(=O)O)ccc(c34)C2=O)c1,92,4,5,93,0.0,85,14,-1,-4,0,12
COc1cccc(NC(=O)CSc2nnc(-c3cc(-c4ccccn4)nc4ccccc34)o2)c1,97,-29,15,98,1.0,97,39,2,-28,0,20
O=C(NC(=O)c1ccccc1)NC1(C(F)(F)F)OCCO1,100,-33,5,103,0.5,98,57,3,/,-1,8
O=C(NCCc1ccc2c(c1)OCO2)C1CCN(S(=O)(=O)c2ccc(Cl)cc2)CC1,98,-9,-2,99,0.4,96,6,2,-18,0,7
CCN(CC)S(=O)(=O)c1cc(C(=O)Nc2ccccn2)ccc1C,98,-9,15,102,0.1,97,20,6,-12,0,25

# Entries of single compounds as entered above. Screens in order: RGS4-Gao reg, Mcl1-Bid inh, Mcl1 Noxa PPI, RGS8-Gao, ABCB1 block, RGS7-Gao reg, GSH fluor, ABCG2 block, Pf gametocyte, Mcl-1 Bim block, Avidin fluor
# Listed for O=C(NC(=O)c1ccccc1)NC1(C(F)(F)F)OCCO1 → 100, -33, 5, 103, 0.5, 98, 57, 3, /, -1, 8
# Listed for Cc1ccc(C2=NN(CC(=O)NCc3cccs3)C(=O)CC2)cc1 → 101, -12, 1, 106, 0.1, 102, 12, 1, 3, -2, 26
# Listed for O=C(NCc1cccs1)c1cc(-c2cccs2)on1 → 104, -12, -8, 102, -1.3, 100, 24, -14, /, -3, 19
# Listed for COc1ccccc1N1C(=O)c2ccccc2NC1C(OC)OC (centres undefined) → 104, -8, -19, 101, -1.1, 99, 10, -3, 2, -1, 19

# High-throughput results from PubChem.
